RORg inh – qHTS for inhibitors of ROR gamma transcriptional activity; Drosophila S2 Gal4-RORgamma UAS-luciferase reporter, 20 h; Potency, µM (titrated, usually from 53.6 µM), for inactives: at the highest dose activity change, negative = inhibition, hits mostly inhibitors; 310,000 compounds, 5.4% hits; AID 2551, 2010; note: % is set by controls: 0 for no effect and ±100 for the full control effect; nearly all actives have a fitted effect of over 60% in size
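Drosophila S2 cells stably expressing Gal4-DBD/mouse RORγ fusion under metallothionein promoter plus UAS-luciferase; compound 1 h, then 700 uM CuSO4 induction for 20 h at ambient temperature; inhibition read as reduced luminescence.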
ELG1 genotoxic – qHTS screen for small molecules that induce genotoxicity in human embryonic kidney (HEK293T) cells expressing luciferase-tagged ELG1; HEK293T ELG1-luciferase reporter, luminescence, 16 h; Potency, µM (doses to about 46 µM), for the others: at the top dose activity change, positive = activation, hits mostly activators; 330,000 compounds, 1.3% hits; AID 504466, 2011; note: % of control where 0% means no effect; nearly all actives have a fitted effect of over 60% in size
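Reporter readout depends on ELG1 protein level, which increases with genetic stress. After 16 hr compound exposure at 37 °C, luciferase activity was quantified using ONE-Glo.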
VP16 counter – VP16 counterscreen qHTS for inhibitors of ROR gamma transcriptional activity. Drosophila S2 Gal4-VP16 UAS-luciferase, luminescence, 20 h. Potency, µM (highest dose often 53.6 µM), without a hit: at the top dose activity, negative = inhibition, hits mostly inhibitors. 310,000 compounds, 3.5% hits. AID 2546, 2010;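 note: Gal4-VP16 expression switched on by copper sulfate through the metallothionein promoter; % is set by controls: 0 for no effect and ±100 for the full control effect; nearly all actives have a fitted effect of over 50% in size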
BRCA1 expr up – qHTS Assay to Identify Small Molecule Activators of BRCA1 Expression; MCF7-BRCA1-FFLuc reporter, luminescence, 48 h; response scale: scaled: vehicle 0%, 10 µM genistein 100%; Potency, µM (doses to about 46.1 µM), for inactives: at the highest dose activation, actives largely listed as activators; 380,000 compounds, 1.1% hits; AID 624202, 2012; note: nearly all actives have a fitted effect of over 80% in size; some results filed as inactive show a strong effect at the top dose
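MCF7-BRCA1-FFLuc, 2000 cells/well; 2 h attach, 37 °C/5% CO2; compound 48 h; luciferase substrate 15 min; luminescence end-point. Norm. to genistein 10 microM max activation and DMSO; concentration-response curves fitted.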
p53 reactivator – qHTS assay for re-activators of p53 using a Luc reporter | H1299 p53-A138V BP100-luciferase reporter, luminescence, 24 h | Potency, µM (doses to about 92.2 µM), without a hit: top-dose activity change, positive = activation, usual class: activators | 320,000 compounds, 0.063% hits; note: % of control where 0% means no effect; nearly all actives have a fitted effect of over 45% in size
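H1299 (p53-null), stable ts p53-A138V + BP100-Luc; 1000 cells/well, Opti-MEM/10% FBS; cpd 4 pt, 1:5; 24 h, 37 deg C, 5% CO2; detection reagent 10 min RT; luminescence.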
MBNL1 CUG block – qHTS Assay for Inhibitors of MBNL1-poly(CUG) RNA binding | TR-FRET MBNL1-His/biotin-(CUG)12 binding, 665/545 ratio | Potency, µM (doses to about 57.5 µM), for the others: at the highest dose activity change, negative = inhibition, usual class: inhibitors | 280,000 compounds, 0.036% hits | Muscleblind-like protein 1 (Homo sapiens), Q9NR56 | AID 2675, 2010; active = well fitted inhibition curve with a large enough effect in the signal ratio, with a control signal flat, not every such curve was filed as active; inconclusive = small, poorly fitted or top-dose-only effect, or effect the other way, or a change in a side signal; inactive = no such curve, though single readings can be large or run the other way; the % refers to the signal ratio; note: % is set by controls: 0 for no effect and ±100 for the full control effect
Target sequence (Q9NR56 whole entry, looked up): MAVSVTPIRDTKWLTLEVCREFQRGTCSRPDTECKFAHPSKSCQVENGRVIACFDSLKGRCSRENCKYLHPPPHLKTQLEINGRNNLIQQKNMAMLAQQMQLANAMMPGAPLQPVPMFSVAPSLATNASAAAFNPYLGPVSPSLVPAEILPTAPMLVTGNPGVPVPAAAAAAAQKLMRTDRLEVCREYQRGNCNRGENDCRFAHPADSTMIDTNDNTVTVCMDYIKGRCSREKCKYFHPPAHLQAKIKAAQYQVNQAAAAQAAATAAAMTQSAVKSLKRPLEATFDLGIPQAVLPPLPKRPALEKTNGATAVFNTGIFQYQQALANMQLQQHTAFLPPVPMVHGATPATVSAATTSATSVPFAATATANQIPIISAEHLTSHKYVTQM
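TR-FRET readout: Ex 340 nm, 665/545 nm emission ratio, normalized to buffer-only (basal) and MBNL1-(CUG)12 controls. Complex of MBNL1-His with Biotin-(CUG)12, compounds 92 nM–58 uM, incubated 60 min at room temperature.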
uPA surface inh – qHTS for Inhibitors of Cell Surface uPA Generation | cell surface uPA generation assay, qHTS | Potency, µM (top dose mostly 38.3 µM), for the others: top-dose activity change, negative = inhibition, hits mostly inhibitors | 330,000 compounds, 0.31% hits; active = well fitted inhibition curve with a large enough effect; inconclusive = small, poorly fitted or top-dose-only effect; inactive = no such curve, though single readings can be large or run the other way; tested in mouse RAW 264.7 cells; note: % is set by controls: 0 for no effect and ±100 for the full control effect; nearly all actives have a fitted effect of over 55% in size
FLuc modulator – qHTS profiling assay for firefly luciferase inhibitor/activator using purifed enzyme and Km concentrations of substrates (counterscreen for miR-21 project). Luciferin 4-monooxygenase (Photinus pyralis), P08659. purified FLuc, Km substrates, luminescence inhibition. Potency, µM (top dose mostly 57.5 µM), for the others: top-dose activity change, negative = inhibition, hits mostly inhibitors. 360,000 compounds, 6.9% hits. AID 588342, 2011;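 note: plate controls were vehicle for no effect and reference inhibitor for full effect; nearly all actives have a fitted effect of over 55% in size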
Target sequence (P08659 whole entry, looked up): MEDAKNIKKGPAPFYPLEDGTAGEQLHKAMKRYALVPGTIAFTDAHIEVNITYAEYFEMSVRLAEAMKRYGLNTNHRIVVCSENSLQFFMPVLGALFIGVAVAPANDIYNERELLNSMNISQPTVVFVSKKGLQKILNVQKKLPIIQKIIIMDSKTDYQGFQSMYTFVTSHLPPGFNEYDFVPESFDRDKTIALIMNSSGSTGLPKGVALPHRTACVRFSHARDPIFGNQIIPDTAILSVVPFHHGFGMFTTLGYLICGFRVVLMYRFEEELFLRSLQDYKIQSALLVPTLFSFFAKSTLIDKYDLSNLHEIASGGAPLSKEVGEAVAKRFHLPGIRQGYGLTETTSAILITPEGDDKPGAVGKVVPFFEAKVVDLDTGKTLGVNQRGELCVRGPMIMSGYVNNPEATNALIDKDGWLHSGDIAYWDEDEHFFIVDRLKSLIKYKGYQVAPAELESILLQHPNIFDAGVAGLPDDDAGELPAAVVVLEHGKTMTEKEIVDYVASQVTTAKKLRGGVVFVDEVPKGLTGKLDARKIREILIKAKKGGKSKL
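Purified P. pyralis luciferase, 10 nM final, with Km-level 10 uM D-luciferin and 10 uM ATP in 50 mM Tris acetate pH 7.5, 10 mM Mg acetate, 0.01% Tween-20, 0.05% BSA; 6-point qHTS titration about 60 µM downward; luminescence read.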
Rab9 prom act – qHTS Assay for Rab9 Promoter Activators. Huh7 Rab9 promoter-luciferase reporter, luminescence, 24 h. Potency, µM (doses to about 9.22 µM), for the others: at the highest dose activation, negative = inhibition, usual class: activators. 320,000 compounds, 2.8% hits. AID 485297, 2010; note: % of control where 0% means no effect; nearly all actives have a fitted effect of over 60% in size
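Luciferase signal after 10 min detection reagent at ambient indicates Rab9 promoter upregulation; stably transfected Huh7 cells were treated 24 h with compound in DMSO at 37 °C, 5% CO2.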
MLL CXXC-DNA inh – qHTS Fluorescence Polarization Assay for Inhibitors of MLL CXXC domain - DNA interaction; Histone-lysine N-methyltransferase 2A (Homo sapiens), Q03164; MLL-CXXC / FITC-HOXA9 DNA fluorescence polarization; Potency, µM (titrated, usually from 115 µM), for inactives: top-dose activity change, negative = inhibition, usual class: inhibitors; 290,000 compounds, 0.037% hits; AID 2662, 2010; active = well fitted inhibition curve with a large enough effect in the polarisation, with a control signal flat, not every such curve was filed as active; inconclusive = small, poorly fitted or top-dose-only effect, or effect the other way, or a change in a side signal; inactive = no such curve, though single readings can be large or run the other way; the % refers to the polarisation
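Purified MLL-CXXC (added from a 7 uM solution) was preincubated 5 min at ambient with pinned compounds in 50 mM Tris-HCl pH 7.5, 50 mM NaCl, 1 mM DTT, 0.05% BSA. Fluorescein-labeled HOX-A9 DNA (50 nM solution) followed, 30 min, then polarization read.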
NPC1 promoter act – qHTS Assay for NPC1 Promoter Activators; 320,000 compounds, 2.4% hits; AID 485313, 2010; Huh7 NPC1 promoter luciferase reporter, 24 h; Potency, µM (top dose mostly 9.22 µM), without a hit: top-dose activation, most hits filed as activators;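 note: % of control where 0% means no effect; nearly all actives have a fitted effect of over 60% in size; reporter is driven by a mutant NPC1 promoter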
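Compounds in DMSO were transferred onto Huh7 NPC1-luciferase reporter cells pre-incubated 2 h; after 24 h at 37 °C, Amplite reagent was dispensed and luminescence recorded 10 min later.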
An asterisk follows results filed as active; [ ] = remark or other dose. Unless noted, calls come from the whole dose curve; as a rule, active = well fitted curve in the direction sought with a large enough effect; inconclusive = small, poorly fitted or top-dose-only effect, or another doubt; inactive = no such curve, though single readings can be large; an effect the other way counts as inactive or inconclusive. Potency is the fitted concentration of half-maximal effect.

Results for CCCN(CCC)CCCNC(=O)c1cn(CC)c2ccc(S(=O)(=O)N3CCOCC3)cc2c1=O ?
RORg inh: -19%; ELG1 genotoxic: 1%; VP16 counter: -4%; BRCA1 expr up: -2%; p53 reactivator: 10%; MBNL1 CUG block: -7%; uPA surface inh: -9%; FLuc modulator: 1%; Rab9 prom act: 4%; MLL CXXC-DNA inh: 13%; NPC1 promoter act: -1%

Results for CCOC(=O)c1c(C)nc2sc3c(=O)n(-c4ccc(C(C)=O)cc4)nnc3c2c1-c1ccc(Cl)cc1 ?
RORg inh: 10%; ELG1 genotoxic: -14%; VP16 counter: 5%; BRCA1 expr up: -39%; p53 reactivator: 8%; MBNL1 CUG block: 2%; uPA surface inh: -5%; FLuc modulator: 1%; Rab9 prom act: -2%; MLL CXXC-DNA inh: -13%; NPC1 promoter act: -11%

How did COc1cc(C(=O)NCc2ccc(OCCN(C)C)cc2)cc(OC)c1OC do in these assays?
RORg inh: 10%; ELG1 genotoxic: 23µM*; VP16 counter: -5%; BRCA1 expr up: 0%; p53 reactivator: -5%; uPA surface inh: 13%; FLuc modulator: 4%; Rab9 prom act: -1%; MLL CXXC-DNA inh: 4%[51.4 µM]; NPC1 promoter act: -4%

Results for O=C(c1cccc(F)c1)N1CCN(c2ccc([N+](=O)[O-])c(N3CCCCC3)c2)CC1 ?
RORg inh: 12%; ELG1 genotoxic: -1%; VP16 counter: -11%; BRCA1 expr up: -53%; p53 reactivator: -1%; MBNL1 CUG block: inconclusive; uPA surface inh: 2%; FLuc modulator: 0%; Rab9 prom act: -3%; MLL CXXC-DNA inh: -5%; NPC1 promoter act: 1%

Results for CCCCC(=O)NC(=S)Nc1nnn(CCC)n1 ?
RORg inh: 0.11µM*; ELG1 genotoxic: -19%; VP16 counter: 0.56µM*; BRCA1 expr up: -9%; p53 reactivator: 4%; uPA surface inh: 4%; FLuc modulator: -3%; Rab9 prom act: 2%; MLL CXXC-DNA inh: 13%; NPC1 promoter act: -8%

How did COc1ccc(CCNC(=O)CSc2nc(C)nc3c2oc2ccccc23)cc1OC do in these assays?
RORg inh: 4%; ELG1 genotoxic: 2%; VP16 counter: -4%; BRCA1 expr up: -11%; p53 reactivator: 2%; MBNL1 CUG block: -7%; uPA surface inh: -4%; FLuc modulator: 0%; Rab9 prom act: -3%; MLL CXXC-DNA inh: 0%; NPC1 promoter act: -2%

How did CN(C)c1ccc(C(CN)c2c[nH]c3ccccc23)cc1 (configuration not stated) do in these assays?
RORg inh: 23%; ELG1 genotoxic: 6%; VP16 counter: -3%; BRCA1 expr up: -1%; p53 reactivator: 14%; MBNL1 CUG block: -3%; uPA surface inh: 3%; FLuc modulator: inconclusive; Rab9 prom act: 19%; MLL CXXC-DNA inh: 15%; NPC1 promoter act: 6%

Results for Cc1c(OCC(=O)N[C@@H](Cc2ccccc2)C(=O)O)ccc2c1oc(=O)c1ccccc12 ?
RORg inh: -14%; ELG1 genotoxic: -3%; VP16 counter: -1%; BRCA1 expr up: -2%; p53 reactivator: 6%; MBNL1 CUG block: -1%; uPA surface inh: 5%; FLuc modulator: -19%; Rab9 prom act: -4%; MLL CXXC-DNA inh: -24%; NPC1 promoter act: 0%

What do the screens show for `C=C1CCN([C@@H](C)C(=O)NCc2ccc(OC)cc2)S(=O)(=O)c2ccccc21`?
RORg inh: 42%; ELG1 genotoxic: 0%; VP16 counter: 0%; BRCA1 expr up: -25%; p53 reactivator: -4%; MBNL1 CUG block: 0%; uPA surface inh: 0%; FLuc modulator: 1%; Rab9 prom act: 0%; MLL CXXC-DNA inh: -3%; NPC1 promoter act: 4%

What do the screens show for `O=C(O)Cn1c(CC(=O)N2CCCC2)nc2ccccc21`?
RORg inh: -27%; ELG1 genotoxic: -1%; VP16 counter: 8%; BRCA1 expr up: -2%; p53 reactivator: 0%; MBNL1 CUG block: 1%; uPA surface inh: -4%; FLuc modulator: -1%; Rab9 prom act: -8%; MLL CXXC-DNA inh: 2%; NPC1 promoter act: -2%

What do the screens show for `CC(C)NS(=O)(=O)c1ccc(NCCCn2ccnc2)c([N+](=O)[O-])c1`?
RORg inh: 4%; ELG1 genotoxic: -8%; VP16 counter: -5%; BRCA1 expr up: -18%; p53 reactivator: -4%; MBNL1 CUG block: inconclusive; uPA surface inh: -5%; FLuc modulator: 0%; Rab9 prom act: 2%; MLL CXXC-DNA inh: -8%; NPC1 promoter act: 0%

How did Cc1[nH]nc2c1C(c1cccs1)C(C#N)=C(N)O2 (configuration not stated) do in these assays?
RORg inh: inconclusive; ELG1 genotoxic: 7%; VP16 counter: -13%; BRCA1 expr up: -13%; p53 reactivator: -7%; MBNL1 CUG block: 13%; uPA surface inh: -2%; FLuc modulator: 4%; Rab9 prom act: -3%; MLL CXXC-DNA inh: 9%; NPC1 promoter act: 0%

What do the screens show for `Cc1ncoc1C(=O)Nc1ccccc1-c1ccccc1`?
RORg inh: 5%; ELG1 genotoxic: 2%; VP16 counter: 3%; BRCA1 expr up: -21%; p53 reactivator: 1%; MBNL1 CUG block: 8%; FLuc modulator: 0%; Rab9 prom act: -6%; MLL CXXC-DNA inh: -2%; NPC1 promoter act: -4%

What do the screens show for `O=c1c(-c2nc3ccccc3s2)cccn1Cc1ccccc1`?
RORg inh: -10%; ELG1 genotoxic: 7.3µM*; VP16 counter: 0%; BRCA1 expr up: inconclusive; p53 reactivator: 15%; MBNL1 CUG block: 11%; uPA surface inh: 1%; FLuc modulator: 2.7µM*; Rab9 prom act: 2.2µM*; MLL CXXC-DNA inh: -2%; NPC1 promoter act: 1.8µM*

How did Nc1ccc(S(=O)(=O)c2ccc(Cl)cc2)cc1 do in these assays?
RORg inh: 43%; ELG1 genotoxic: 1%; VP16 counter: -1%; BRCA1 expr up: 0%; p53 reactivator: -7%; MBNL1 CUG block: -5%; uPA surface inh: -11%; FLuc modulator: -1%; Rab9 prom act: 0%; MLL CXXC-DNA inh: 8%; NPC1 promoter act: 2%

What do the screens show for `COc1ccc(CNc2ncnc3c2[nH]c2cc(OC)c(OC)cc23)cc1`?
RORg inh: 6%; ELG1 genotoxic: 10%; VP16 counter: -11%; BRCA1 expr up: -28%; p53 reactivator: -2%; MBNL1 CUG block: -3%; uPA surface inh: 7%; FLuc modulator: 24µM*; Rab9 prom act: -4%; MLL CXXC-DNA inh: -1%; NPC1 promoter act: -3%

What do the screens show for `O=C(CCN1CCN(S(=O)(=O)c2ccc(Cl)cc2)CC1)Nc1ccc(F)cc1`?
RORg inh: 12%; ELG1 genotoxic: -8%; VP16 counter: -2%; BRCA1 expr up: -16%; p53 reactivator: -6%; MBNL1 CUG block: -3%; uPA surface inh: 6%; FLuc modulator: -2%; Rab9 prom act: -4%; MLL CXXC-DNA inh: 4%; NPC1 promoter act: -1%

How did CC1=C(C(=O)N2CCCC(CCC(=O)NCc3ccc(F)c(F)c3)C2)OCCO1 (configuration not stated) do in these assays?
RORg inh: 25%; ELG1 genotoxic: 1%; VP16 counter: inconclusive; BRCA1 expr up: 7%; p53 reactivator: 5%; MBNL1 CUG block: 5%; uPA surface inh: 2%; FLuc modulator: -2%; Rab9 prom act: -10%; MLL CXXC-DNA inh: 30%[activator]; NPC1 promoter act: -1%

Screening data from PubChem BioAssay.

This is a subset, so the mix of outcomes need not match the whole.
